Screening results from PubChem BioAssay.
FLuc modulator: qHTS profiling assay for firefly luciferase inhibitor/activator using purifed enzyme and Km concentrations of substrates (counterscreen for miR-21 project). Luciferin 4-monooxygenase (Photinus pyralis), P08659. purified FLuc, Km substrates, luminescence inhibition. Potency, µM (top dose mostly 57.5 µM), without a hit: top-dose activity change, negative = inhibition, actives largely listed as inhibitors. hit rate 6.9% among 360,000;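 also: plate controls were vehicle for no effect and reference inhibitor for full effect; nearly all actives have a fitted effect of over 55% in size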
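Purified P. pyralis luciferase (10nM final) with 10uM D-luciferin and 10uM ATP (Km levels) in 50mM Tris acetate pH 7.5, 10mM Mg acetate, 0.01% Tween-20, 0.05% BSA; qHTS 6-point titration, ~60 µM downward; luminescence read.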
ELG1 genotoxic: qHTS screen for small molecules that induce genotoxicity in human embryonic kidney (HEK293T) cells expressing luciferase-tagged ELG1; Potency, µM (top dose mostly 46 µM), for inactives: at the highest dose activity change, positive = activation, hits mostly activators; hit rate 1.3% among 330,000; HEK293T ELG1-luciferase reporter, luminescence, 16 h; also: % of control where 0% means no effect; nearly all actives have a fitted effect of over 60% in size
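Luminescence read-out: rising ELG1-luciferase signal, reflecting elevated ELG1 protein under genetic stress, flags genotoxic compounds. Cells were treated for 16 hr at 37 °C before ONE-Glo detection.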
BRCA1 expr up: qHTS Assay to Identify Small Molecule Activators of BRCA1 Expression; MCF7-BRCA1-FFLuc reporter, luminescence, 48 h; response scale: scaled: vehicle 0%, 10 µM genistein 100%; Potency, µM (titrated, usually from 46.1 µM), inactives show at the highest dose activation, actives largely listed as activators; hit rate 1.1% among 380,000; also: nearly all actives have a fitted effect of over 80% in size; some results filed as inactive show a strong effect at the top dose
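Reporter cells (MCF7, BRCA1 promoter-firefly luciferase) received library compounds across a concentration series for 48 h. End-point luminescence was measured and concentration-effect curves derived after normalization.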
RORg inh: qHTS for inhibitors of ROR gamma transcriptional activity. Nuclear receptor ROR-gamma (Mus musculus), P51450. AID 2551, 2010. hit rate 5.4% among 310,000. Drosophila S2 Gal4-RORgamma UAS-luciferase reporter, 20 h. Potency, µM (series often up to 53.6 µM), inactives show top-dose activity change, negative = inhibition, hits mostly inhibitors; also: % is scaled to controls: 0 for no effect and ±100 for the full control effect; nearly all actives have a fitted effect of over 60% in size
Target sequence (P51450 whole entry, looked up, the tested form may be a part): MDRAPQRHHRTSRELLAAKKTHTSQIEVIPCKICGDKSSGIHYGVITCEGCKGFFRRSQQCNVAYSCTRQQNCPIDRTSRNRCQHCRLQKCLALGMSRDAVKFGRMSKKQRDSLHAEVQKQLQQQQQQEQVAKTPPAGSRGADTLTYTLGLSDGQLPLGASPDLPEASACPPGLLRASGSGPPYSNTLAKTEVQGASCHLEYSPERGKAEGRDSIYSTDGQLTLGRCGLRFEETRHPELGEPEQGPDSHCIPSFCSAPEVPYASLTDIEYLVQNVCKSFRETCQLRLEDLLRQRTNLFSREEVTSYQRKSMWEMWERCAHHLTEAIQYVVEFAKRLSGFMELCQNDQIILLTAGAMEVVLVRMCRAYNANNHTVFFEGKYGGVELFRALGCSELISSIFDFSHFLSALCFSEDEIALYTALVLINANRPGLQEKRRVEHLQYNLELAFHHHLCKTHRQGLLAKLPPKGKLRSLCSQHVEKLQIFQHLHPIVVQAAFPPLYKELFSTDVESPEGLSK
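Luminescence from a UAS-regulated Photinus luciferase reporter in stably transfected Drosophila Schneider cells is measured; decreased signal marks ROR gamma inhibition. Fusion expression is induced by 700 uM copper sulfate for 20 hr.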
Rab9 prom act: qHTS Assay for Rab9 Promoter Activators. Huh7 Rab9 promoter-luciferase reporter, luminescence, 24 h. AID 485297, 2010. Potency, µM (titrated, usually from 9.22 µM), for the others: at the highest dose activation, negative = inhibition, most hits filed as activators. hit rate 2.8% among 320,000; also: % of control where 0% means no effect; nearly all actives have a fitted effect of over 60% in size
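Quantitative HTS format; Huh7 Rab9-luciferase reporter cells (1500/well) receive compound 2 h post-plating, incubate 24 h at 37 °C, then get luciferase reagent for 10 min before luminescence reading.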
VP16 counter: VP16 counterscreen qHTS for inhibitors of ROR gamma transcriptional activity. Drosophila S2 Gal4-VP16 UAS-luciferase, luminescence, 20 h. Potency, µM (series often up to 53.6 µM), without a hit: at the highest dose activity, negative = inhibition, actives largely listed as inhibitors. hit rate 3.5% among 310,000. AID 2546, 2010;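 also: Gal4-VP16 expression switched on by copper sulfate through the metallothionein promoter; % is scaled to controls: 0 for no effect and ±100 for the full control effect; nearly all actives have a fitted effect of over 50% in size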
uPA surface inh: qHTS for Inhibitors of Cell Surface uPA Generation. cell surface uPA generation assay, qHTS. Potency, µM (top dose mostly 38.3 µM), inactives show at the top dose activity change, negative = inhibition, hits mostly inhibitors. hit rate 0.31% among 330,000. AID 540303, 2011; active = well fitted inhibition curve with a large enough effect; inconclusive = small, poorly fitted or top-dose-only effect; inactive = no such curve, though single readings can be large or run the other way; tested in mouse RAW 264.7 cells; also: % is scaled to controls: 0 for no effect and ±100 for the full control effect; nearly all actives have a fitted effect of over 55% in size
p53 reactivator: qHTS assay for re-activators of p53 using a Luc reporter | H1299 p53-A138V BP100-luciferase reporter, luminescence, 24 h | Potency, µM (doses to about 92.2 µM), inactives show at the top dose activity change, positive = activation, hits mostly activators | hit rate 0.063% among 320,000 | AID 504706, 2011; also: % of control where 0% means no effect; nearly all actives have a fitted effect of over 45% in size
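p53-null H1299 cells stably carrying temperature-sensitive p53-A138V and a BP100-luciferase reporter were pinned with compounds (4-point, 1:5 series) and held 24 hrs at 37 deg C. Luminescence was read 10 min after detection reagent.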
MBNL1 CUG block: qHTS Assay for Inhibitors of MBNL1-poly(CUG) RNA binding | Muscleblind-like protein 1 (Homo sapiens), Q9NR56 | TR-FRET MBNL1-His/biotin-(CUG)12 binding, 665/545 ratio | Potency, µM (titrated, usually from 57.5 µM), inactives show at the top dose activity change, negative = inhibition, usual class: inhibitors | hit rate 0.036% among 280,000; active = well fitted inhibition curve with a large enough effect in the signal ratio, with a control signal flat, not every such curve was filed as active; inconclusive = small, poorly fitted or top-dose-only effect, or effect the other way, or a change in a side signal; inactive = no such curve, though single readings can be large or run the other way; the % refers to the signal ratio; also: % is scaled to controls: 0 for no effect and ±100 for the full control effect
Target sequence (Q9NR56 whole entry, looked up): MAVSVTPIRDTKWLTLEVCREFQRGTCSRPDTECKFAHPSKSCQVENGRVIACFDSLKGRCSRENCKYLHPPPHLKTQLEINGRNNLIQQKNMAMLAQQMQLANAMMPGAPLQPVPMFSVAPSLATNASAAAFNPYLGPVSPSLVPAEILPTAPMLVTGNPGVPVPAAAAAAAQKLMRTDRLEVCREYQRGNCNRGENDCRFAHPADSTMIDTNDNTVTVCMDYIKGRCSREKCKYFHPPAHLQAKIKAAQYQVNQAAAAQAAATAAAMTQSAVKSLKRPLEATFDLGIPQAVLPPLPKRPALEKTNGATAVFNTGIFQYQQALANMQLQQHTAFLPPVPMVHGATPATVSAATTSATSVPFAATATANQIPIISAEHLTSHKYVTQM
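Inhibition of protein-RNA binding appears as loss of TR-FRET between terbium anti-His antibody on MBNL1-His and streptavidin-XL665 on biotin-(CUG)12. Activity is normalized to buffer-only and uninhibited-complex controls.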
NPC1 promoter act: qHTS Assay for NPC1 Promoter Activators; AID 485313, 2010; Potency, µM (doses to about 9.22 µM), for inactives: at the highest dose activation, actives largely listed as activators; Huh7 NPC1 promoter luciferase reporter, 24 h; hit rate 2.4% among 320,000;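 also: % of control where 0% means no effect; nearly all actives have a fitted effect of over 60% in size; reporter is driven by a mutant NPC1 promoter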
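Luminescence from an NPC1 promoter-driven luciferase reporter in stably transfected Huh7 cells was measured after 24 h compound treatment at 37 °C, followed by 10 min ambient incubation with luciferase detection reagent.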
* marks the source's active call; other numbers are inactive results; ? = inconclusive; . = not tested or not shown; [ ] = another dose, or the depositor's remark. Unless noted, calls follow the shape of the dose curve; as a rule, active = well fitted curve in the direction sought with a large enough effect; inconclusive = small, poorly fitted or top-dose-only effect, or another doubt; inactive = no such curve, though single readings can be large; an effect the other way counts as inactive or inconclusive. Potency is read from the fitted curve at half-maximal effect.

SMILES | FLuc modulator | ELG1 genotoxic | BRCA1 expr up | RORg inh | Rab9 prom act | VP16 counter | uPA surface inh | p53 reactivator | MBNL1 CUG block | NPC1 promoter act
COc1cc(OC)c(C(=O)NC2CCCc3ccccc32)cc1OC (stereo not drawn) | 3% | -2% | -48% | 24% | 1% | 6% | -3% | -4% | -1% | 2%
COC(=O)c1cnn2c(C(F)(F)F)cc(-c3ccco3)nc12 | -2% | 0% | -13% | 18% | 1% | 6% | -3% | 10% | ? | 0%
Cc1ccc(S(=O)(=O)N2CCOC2C(Cl)(Cl)Cl)cc1 (stereo not drawn) | 2% | -3% | -1% | 5% | -3% | 6% | -2% | -4% | -1% | -5%
CCN(CC)C(=O)Nc1cnc2ccccc2c1 | ? | 7% | 97% | ? | ? | 21% | 2% | 24% | -1% | 10%
CCCCn1c(CN2CCN(C(=O)OCC)CC2)nc2c1c(=O)[nH]c(=O)n2C | 4% | 0% | 0% | -18% | 1% | -6% | . | -12% | 10% | -7%
CC(=O)OCCn1c(C)[n+](CCOC(C)=O)c2cc(Cl)c(Cl)cc21 | 0% | -2% | -7% | 1% | -3% | 8% | 4% | 2% | 5% | -8%
COc1ccc(S(=O)(=O)/C(C#N)=C/Nc2ccc(NC(C)=O)cc2)cc1 | 0% | -2% | 1% | -18% | 0% | -4% | -2% | 1% | 16% | -2%
Cc1cc(C(=O)OCC(=O)Nc2nc(-c3ccccc3)cs2)c(C)o1 | 4% | 6% | 14% | -42% | 3% | -30% | -8% | 4% | -9% | 11%
Cc1csc(NC(=O)c2cccn2C)n1 | 8.5µM* | ? | ? | -15% | 2.2µM* | -19% | -26% | 0% | -2% | 3.5µM*
O=c1c2ccccc2nc(SCc2ccc([N+](=O)[O-])cc2)n1-c1ccc(Cl)cc1 | 5% | -3% | 22% | 1% | -2% | -2% | 4% | ? | -11% | 0%
Cc1ccc(C(=O)O)cc1NCc1ccncc1 | 5% | -1% | 2% | 21%[1.91 µM] | -6% | 6% | -1% | ? | -3% | -2%
Cc1ccc(CN2C(=O)CCC2C(=O)N2CCN(c3ccccc3)CC2)cc1 (stereo not drawn) | 4% | -3% | -5% | 11% | 4% | -2% | -4% | 2% | -9% | 0%
Cc1cc(C)n(C(=O)c2sc3cc(F)ccc3c2Cl)n1 | 1% | 0% | . | 33% | -2% | -5% | . | 1% | 2% | -3%
CCCCSc1nc2c(c(C(F)(F)F)c1C#N)CCC2 | 0% | -1% | -11% | -1% | 7% | 14% | 6% | -2% | 27% | -2%
CC1CCN(CCCNC(=O)c2n[nH]c(=O)c3ccccc23)CC1 | 1% | -2% | -10% | -23% | 0% | -1% | 1% | -7% | -3% | -1%
Cc1coc2c1c(C)cc1oc(=O)c(CC(=O)NCCC(=O)O)c(C)c12 | ? | 1% | 10% | -9% | -2% | -13% | 8% | -7% | 12% | -7%
O=C(NCc1ccco1)Nc1cccc([N+](=O)[O-])c1 | -20% | -3% | 0% | 34% | 3% | 0% | 2% | -1% | ? | 0%
Cc1cccc(-c2nnc(SCC(=O)C(C)(C)C)n2C)c1 | ? | 8% | ? | -5% | 14% | -16% | 0% | 10% | 1% | 2%
COCC1CCN(Cc2nc(Cc3ccccc3Cl)no2)CC1 | -13% | 12% | 58% | 30% | 15% | 27% | -1% | 2% | 4% | 13%
O=C(CSc1nncs1)Nc1ccc(N2CCCCC2)cc1 | 13µM* | 4% | 42% | . | 21% | . | -3% | ? | . | 18%
CCOc1ccc(S(=O)(=O)NCc2ccc3c(c2)OCO3)cc1 | 0% | -5% | 6% | ? | -12% | 16% | 13% | . | -7% | -2%
Cc1cccc(Oc2nc(-c3ccncc3)nc3ccccc23)c1 | 0% | 0% | -22% | -19% | -2% | -3% | 2% | -5% | . | -3%
COc1ccc(-c2nnc(S/C(=C/c3ccc(Cl)cc3)C(=O)O)o2)cc1 | -13% | -1% | 14% | -8% | -1% | -7% | -1% | -1% | 2% | -1%
CCc1ccccc1N(C(=O)c1snc(C(N)=O)c1N)C(C(=O)NCC1CCCO1)c1ccc(OC)c(OC)c1 (stereo not drawn) | 0% | 5% | -28% | 0% | 0% | 3% | 3% | -3% | 14% | 0%
COc1cc(/C=N/NC(=O)CC23CC4CC(CC(C4)C2)C3)cc(Br)c1OCC(=O)N(C)C | ? | -9% | -58% | 12% | -7% | ? | -7% | -6% | . | -2%
COc1ccc(C2SCC(=O)N2c2c(C)n(C)n(-c3ccccc3)c2=O)cc1OC (stereo not drawn) | -1% | 1% | -35% | -26% | -5% | -1% | 0% | -7% | -2% | 1%
Nc1nc(SCC(=O)N2CCCCC2)[nH]c(=O)c1NC(=O)c1cccs1 | 2% | 1% | -16% | 5% | 1% | 2% | 0% | 1% | -11% | -3%
CC(NC(=O)c1cccc(F)c1)C(c1cccs1)N1CCN(C)CC1 (stereo not drawn) | 8% | -2% | -4% | 22% | 1% | -12% | . | -4% | ? | -1%
CC(=O)Nc1c2c(nn1-c1ccc(C)cc1)CS(=O)(=O)C2 | -1% | 0% | 3% | 0% | -1% | -16% | 4% | -1% | 1% | 3%
CCOC(=O)C(C)n1cnc2c(nnn2-c2ccc(OC)cc2)c1=O (stereo not drawn) | -19% | 3% | 19% | 20% | 5% | -15% | . | 25% | -7% | 8%
CCOC(=O)N1CCN(Cc2nc(N)nc(Nc3ccccc3C)n2)CC1 | 0% | 1% | 2% | -14% | -3% | 4% | . | -4% | -3% | 0%
CN(C(=O)COC(=O)C1CSC2(C)CCC(=O)N12)c1ccccc1 (stereo not drawn) | 2% | -1% | -8% | . | -9% | . | 9% | 1% | . | -2%
CCN(CC)C(=O)C(=O)c1cn(CC(=O)N2CCc3ccccc3C2)c2ccccc12 | 7% | -8% | -6% | 40% | -3% | 1% | -8% | -3% | 6% | -4%
CCOc1ccc2ncc(S(=O)(=O)c3ccc(C)cc3)c(N3CCC4(CC3)OCCO4)c2c1 | 0% | -8% | -87%[inhibitor] | ? | -2% | -1% | -9% | -3% | 7% | -2%
O=C(Nc1cccc(C(=O)O)c1)/C(=C\c1ccccc1)NC(=O)c1ccccc1Cl | -4% | -1% | 0% | 10% | 8% | -7% | -4% | 4% | -3% | -2%
O=C(N1CCOCC1)N1CCN(c2ccc(F)cc2)CC1 | -1% | 0% | 14% | 8% | 0% | -4% | -5% | 1% | -6% | 2%
CC(NCc1cccn1C)c1ccccc1 (stereo not drawn) | 2% | 3% | 0% | -12% | -1% | -5% | . | -2% | -18% | 0%
O=C(Nc1ccccc1)c1cc2ccccc2[nH]1 | 9.5µM* | ? | 38% | -1% | 2.5µM* | -1% | 0% | ? | 25% | 4µM*
Cc1c(O)ccc(-c2[nH]ncc2-c2nc3ccccc3s2)c1O | 3% | -8% | -22% | 13% | 2% | -1% | 3% | 2% | -1% | -2%
COc1ccccc1NC(=O)C(=O)NCC1CCCN1S(=O)(=O)c1cccs1 (stereo not drawn) | -14% | ? | 32% | . | 0% | . | 2% | 3% | . | 1%

Structures above shown as hits in NPC1 promoter act.
SMILES	RORg inh	Rab9 prom act	uPA surface inh	p53 reactivator	NPC1 promoter act
Cc1csc(NC(=O)c2cccn2C)n1	-15%	2.2µM*	-26%	0%	3.5µM*
O=C(Nc1ccccc1)c1cc2ccccc2[nH]1	-1%	2.5µM*	0%	?	4µM*

(list continues)
SMILES | FLuc modulator | ELG1 genotoxic | BRCA1 expr up | RORg inh | Rab9 prom act | VP16 counter | uPA surface inh | p53 reactivator | MBNL1 CUG block | NPC1 promoter act
Cn1cc(C(=O)c2ccc(F)cc2)cc1-c1nc2ccccc2n1C | 0% | -23% | -46% | -11% | -6%[1.84 µM] | -9% | -2% | -9% | 5% | -1%
C[C@]1(OC(=O)/C=C/c2ccccc2)C[C@@H](O)[C@]2(O)C=CO[C@@H](O[C@@H]3O[C@H](CO)[C@@H](O)[C@H](O)[C@H]3O)[C@@H]21 | 11% | 0% | 8% | . | -1% | . | 7% | -2% | . | 1%
O=C(O)c1cc2nc3c(c(C(F)(F)F)n2n1)CCc1ccccc1-3 | 1% | 0% | -34% | -4% | 6% | 5% | -2% | . | 9% | -2%
CC(C)Sc1cc(N2CCOCC2)nc(-c2ccc(Cl)cc2)n1 | 1% | 2% | 2% | -15% | -1% | -7% | 0% | -2% | -15% | 1%
COc1ccc(N2CCN(C(=O)CSc3nnc(NC(=O)C4CCC4)s3)CC2)cc1 | 0% | -3% | 2% | -1% | -15% | 0% | -1% | -4% | -7% | -4%
COC(=O)CCCNC(=O)c1ccc2oc(CCCc3ccccc3)nc2c1 | ? | 11% | 48% | 40% | ? | 28% | 0% | 3% | -3% | 25%
